OXTR potentiator = human OXTR potentiators, primary screen, fluorescence, CHO-OTR cells, Fluo-8 calcium; activation, % at 3 µM; actives 0.061% (n = 320,000); Oxytocin receptor (Homo sapiens), P30559; AID 2445, 2010; Fluo-8 calcium fluorescence, potentiator mode; 0% = oxytocin EC15, 100% = EC100;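 active = activation above that plate's cutoff, the mean activation of tested compounds plus 3 SD, cut at about 6.6% in these data, passing the limit was not always enough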;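 note: 100% uses oxytocin at 75 nM as the full agonist control; some results filed as inactive read as strong as hits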
Target sequence (P30559 whole entry, looked up): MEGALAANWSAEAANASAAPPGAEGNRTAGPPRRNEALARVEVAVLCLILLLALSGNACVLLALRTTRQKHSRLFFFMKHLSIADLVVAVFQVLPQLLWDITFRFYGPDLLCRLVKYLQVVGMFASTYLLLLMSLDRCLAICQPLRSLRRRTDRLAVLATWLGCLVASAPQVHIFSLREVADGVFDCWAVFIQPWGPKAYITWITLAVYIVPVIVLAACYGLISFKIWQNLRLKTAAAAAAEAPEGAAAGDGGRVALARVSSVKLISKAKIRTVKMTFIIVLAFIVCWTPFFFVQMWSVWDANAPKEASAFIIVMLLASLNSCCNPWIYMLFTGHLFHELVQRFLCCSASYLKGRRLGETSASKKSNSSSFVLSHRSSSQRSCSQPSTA
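Dosing: Single dose, 3.0 µM nominal final compound concentration | Material: Human OTR in CHO cells | Technique: Kinetic Fluo-8 calcium fluorescence | Benchmarks: EC15 oxytocin alone as 0%, 75 nM oxytocin as 100% | Probe or stimulus: Oxytocin at about EC15, sub-maximal agonist stimulus | Incubation: Compound 6 min at room temperature before oxytocin, 100 s read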
TAAR1 agonist = human TAAR1 agonists, primary screen, Fluo-8 calcium fluorescence, CHO RD-HGA16 cells; AID 624467, 2012; actives 0.99% (n = 360,000); vehicle wells 0%, saturating PEA agonist 100%; activation, % at 3 µM;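 active = activation above the mean activation of all test compounds in the run plus 3 SD, cut at about 38% in these data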
Target sequence (Q96RJ0 whole entry, looked up): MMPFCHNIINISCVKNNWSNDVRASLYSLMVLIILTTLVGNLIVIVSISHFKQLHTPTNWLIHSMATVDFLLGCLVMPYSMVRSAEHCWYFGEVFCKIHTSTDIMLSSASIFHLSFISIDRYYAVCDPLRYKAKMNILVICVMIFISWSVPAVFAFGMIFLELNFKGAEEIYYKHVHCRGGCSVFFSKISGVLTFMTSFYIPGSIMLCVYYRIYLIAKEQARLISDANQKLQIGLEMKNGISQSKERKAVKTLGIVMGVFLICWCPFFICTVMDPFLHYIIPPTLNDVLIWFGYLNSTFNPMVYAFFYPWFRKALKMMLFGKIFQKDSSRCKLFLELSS
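Test system: RD-HGA16 (CHO) cells co-expressing Gα16 and hTAAR1; dosing: one-point dosing at 3 µM (nominal); timing: 17-24 h seeding, 75 min 37 °C dye, 30 min RT; signal: kinetic Fluo-8 calcium fluorescence; read-out basis: % activation relative to PEA EC100 response; controls: DMSO and PEA EC100; replicates: n 1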
CHRM1 agonist = human M1 muscarinic receptor agonists, primary screen, Fluo-8 calcium fluorescence, CHO-K1 cells, HTS; CHO-K1 hM1, agonist mode; 0% DMSO, 100% acetylcholine EC100; activation, % at 3 µM; actives 0.33% (n = 360,000); AID 588814, 2011;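 active = activation above the run's mean compound activation plus 3 SD, cut at about 16% in these data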;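 note: peak over basal fluorescence ratio within a 140 s kinetic read after compound addition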
M1 PAM parental = nonselective calcium activators in parental CHO-K1 cells, primary screen, counter-screen for M1 PAM project, cell-based, Fluo-8 calcium fluorescence, full deck, 1536-well. AID 602247, 2012. activation, % at 3 µM. ATP EC20; 0% at ATP EC20, 100% at ATP max. actives 0.02% (n = 360,000);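 active = activation above the run cutoff, the mean activation of all test compounds plus 3 SD, cut at about 40% in these data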;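 note: peak over basal fluorescence ratio in a 140 s read after ATP addition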
M1 ag parental = counter-screen for M1 agonists: effect in parental CHO-K1 cells. activation, % at 3 µM. AID 602248, 2012. Fluo-8 calcium fluorescence; scaled to maximal ATP response, vehicle zero. actives 0.48% (n = 360,000); in the data active = activation above about 15%;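 note: untransfected CHO-K1 host cells lacking M1 receptor as counterscreen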
CHO parental Ca = ATP-evoked calcium signal inhibitors, parental CHO, primary screen, counter-screen for OX1R antagonist project, cell-based, fluorescence, Fluo-8 calcium dye. parental CHO-K1, ATP-induced calcium, Fluo-8 fluorescence. inhibition, % at 5.6 µM. actives 0.63% (n = 330,000);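 active = inhibition above that plate's mean sample inhibition plus 3 SD, cut at about 26% in these data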;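 note: 0% = ATP-challenged DMSO wells and 100% = DMSO wells without ATP; some compounds past the cut are filed as inactive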
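Assay system – parental CHO cells · Reagent – ATP stimulus · Detection – intracellular calcium via Fluo-8 no-wash fluorescent dye · Evaluation – percent inhibition of ATP-evoked calcium rise, normalized to controls · Controls – ATP wells versus no-ATP DMSO wells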
CHO-K1 Ca antag = M1 antagonist counterscreen hit in parental CHO-K1 cells; inhibition, % at 3 µM; ATP-induced calcium, Fluo-8 fluorescence; actives 0.6% (n = 360,000);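 active = inhibition above a per-plate cutoff, the plate's mean sample inhibition plus 3 SD, cut at about 24% in these data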;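 note: 0% = DMSO plus EC80 ATP and 100% = DMSO alone without ATP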
CHRM1 antagonist = human M1 muscarinic receptor antagonists, primary screen, CHO-K1 cells, Fluo-8 calcium fluorescence, 1536-well. Muscarinic acetylcholine receptor M1 (Homo sapiens), P11229. CHO-K1 hM1, ACh EC80 antagonist. inhibition, % at 3 µM. actives 1.3% (n = 360,000);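 active = percent inhibition above its own plate's cutoff, namely the mean of that plate's compound wells plus 3 SD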;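 note: peak over basal fluorescence ratio during 140 s after agonist addition; 0% = ACh EC80 plus DMSO and 100% = DMSO alone without agonist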
TAAR1 antag = human TAAR1 antagonists, primary screen, Fluo-8 calcium fluorescence, CHO RD-HGA16 cells. antagonist. inhibition, % at 3 µM. actives 1.5% (n = 360,000);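 active = inhibition above a per-plate cutoff, the mean inhibition of test compounds on that plate plus 3 SD, cut at about 49% in these data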;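 note: 0% = DMSO plus EC80 beta-PEA response and 100% = DMSO alone without agonist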
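Test system – hTAAR1-expressing CHO RD-HGA16 cells, Gα16-coupled · Reagent – β-PEA at EC80 concentration, post-compound challenge · Compound dosing – 3 µM, single point · Timing – 140 s kinetic read after compound, 140 s after agonist · Detection – Fluo-8 intracellular calcium dye fluorescence, real-time kinetic reads · Control set – DMSO and EC80 PEA controls · Repeats – n of 1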
Active calls of the source: *; · = no result given. Rows were taken by chance, and some 4.2% of all compounds hit somewhere here.

SMILES	OXTR potentiator	TAAR1 agonist	CHRM1 agonist	M1 PAM parental	M1 ag parental	CHO parental Ca	CHO-K1 Ca antag	CHRM1 antagonist	TAAR1 antag
Cc1ccc(C2CC(=O)C=C(NCC(C)C)C2)cc1 (stereo not given)	-10	13	-2	7	0.3	-13	-2	11	10
CCC(=Nc1ccccc1)C1=C(O)CCCC1=O	-8	2	1	1	-0.3	-14	8	-12	-14
CC(C)CNC(=O)CO/N=C/c1ccccc1Cl	5	0	-4	-7	5.0	-12	-6	19	-5
COc1ccc2sc(-c3ccc(N(C)C)cc3)c(-c3cnc(OC)nc3)c2c1	-5	2	-1	-15	0.1	-23	-3	5	25
COCCOC(=O)c1c(C)oc2ccc(NS(=O)(=O)c3ccc(C(=O)O)cc3)cc12	-5	7	-4	4	-0.1	9	2	-1	-5
CCc1nnc(NC(=O)CSc2nc3cc(OC)ccc3cc2C)s1	3	4	-6	-13	0.1	-16	7	0	-3
COc1ccc(/C=C(\C#N)C(=O)C(C)(C)n2cncn2)cc1	-5	12	-5	-2	-0.3	-2	-1	-10	9
Cn1c(=O)c([N+](=O)[O-])c(Cl)c2ccccc21	·	0	0	-13	-1.1	·	6	22	-2
O=C(Nc1ccc(Cc2ccncc2)cc1)c1cc([N+](=O)[O-])ccc1N1CCOCC1	-18	3	-2	10	2.2	6	-14	-1	-3
O=C(CN1CCCC1)Nc1cc(F)ccc1F	-7	4	-3	17	2.2	-8	-16	-12	5
O=C1c2cc([N+](=O)[O-])ccc2-c2cc(Br)c(N=C(NO)C(F)(F)F)cc21	·	0	1	15	1.4	·	-6	-6	-24
Cc1cccc(-n2c(O)c(C=NC3CCS(=O)(=O)C3)c3ccccc3c2=O)c1C (stereo not given)	-3	1	0	-17	-0.1	-10	10	-4	-16
CCn1c(Cn2nnc(-c3ccccc3)n2)nnc1SCC(=O)Nc1cccc(C)c1C	-6	2	-6	16	1.3	-15	-2	-1	-22
Cc1ccccc1-c1nn2c(-c3ccccc3)nnc2s1	-3	14	-2	-4	0.6	-18	-4	0	10
COc1ccccc1N1CCN(CC(=O)Nc2ccc(Cl)c(C(F)(F)F)c2)CC1	-8	·	-2	1	2.3	-16	-14	1	·
COc1cc(C(=O)Nc2ccc(N(C)C)cc2)c([N+](=O)[O-])cc1OC	-6	3	-6	14	1.9	-5	-5	8	15
Cc1ccc(C(=O)NNC(=O)C(C)Oc2ccc3ccccc3c2)o1 (stereo not given)	-2	0	-4	7	0.8	-9	-3	1	4
CCC(Sc1nc2n[nH]c(C)c2c(=N)n1-c1ccc(C)c(Cl)c1)C(=O)N1CCOCC1 (stereo not given)	-7	·	-3	21	0.3	-11	-13	-33	·
COC(=O)c1ccc(OC)c(CSc2nnc(-c3ccc(C)cc3)o2)c1	·	0	-2	18	0.4	·	-16	-10	-15
Cn1c(O)c(N=NC(=O)CNC(=O)/C=C/c2ccccc2)c2ccccc21	-6	1	-4	6	0.7	-25	3	13	-20
COCCNC(=O)c1cn(Cc2c(F)cccc2Cl)nn1	0	-1	3	11	-0.1	5	-4	-11	-1
Cc1ccc(S(=O)(=O)N2CCC(C(=O)OCC(=O)N3CCCCC3C)CC2)cc1C (stereo not given)	-7	2	-4	12	0.8	-16	-9	-8	-42
Cc1ccc(-c2nnn(CC(=O)NC(=O)NC3CCCCC3)n2)cc1	·	0	-2	-6	1.0	·	-15	-11	-37
Cc1ccc(NC(=O)CSCC(=O)Nc2ncc3c(n2)CC(c2ccco2)CC3=O)cc1 (stereo not given)	-2	0	-6	15	3.8	-28	-7	-5	16
Cc1ccc(-n2nc(C)c3c(C)onc3c2=O)cc1	-3	2	-1	2	0.6	-13	3	-18	-43
COC(=O)c1cc(S(=O)(=O)N2CCN(c3ccc(OC)cc3)CC2)cn1C	-8	1	0	-12	6.2	-13	-12	-6	-10
COc1ccc(-c2nc(NC(C)=O)sc2-c2ccc(OC)cc2)cc1	-11	0	-6	-3	-0.2	15	-12	-10	-2
CC1CCN(c2nc3ccc(C(=O)N4CCN(Cc5ccccc5)CC4)cc3s2)CC1	-7	-3	-10	12	0.6	-13	1	8	-22
COc1ccccc1CNC(=O)CCC1N=C2c3ccccc3N=C(SCC(=O)NCC3CCCO3)N2C1=O (stereo not given)	1	2	-7	-9	0.1	-20	-9	4	-16
O=C(Cc1ccc(F)cc1)OCC(=O)N1CCN(S(=O)(=O)c2ccc(Cl)cc2)CC1	-18	6	0	0	1.9	2	2	-8	-19
CCOC(=O)N1CCC(NC(=O)c2ccc(CO)c(C(=O)NC3CCN(C(=O)OCC)CC3)c2)CC1	2	4	-7	15	0.3	2	-4	-4	-2
Cc1cc(C(F)(F)F)nc(SCC(=O)NC2=NC(=O)C(C)S2)n1 (stereo not given)	1	1	1	14	0.0	-7	-17	-9	14
CCOC(=O)CN1C(=O)N[C@@H](c2ccco2)C(C(C)=O)=C1C	3	8	-5	3	-0.2	-9	-8	-5	-15
O=C(O)Cc1ccc(NC(=O)c2ccc3c(c2)C(=O)N(Cc2ccco2)C3=O)cc1	4	1	-3	-7	0.5	-12	-7	4	-12
CCOc1ccc(C(=O)NCC(=O)OCc2ccc(F)cc2Cl)cc1	-1	5	-5	17	0.5	-3	-5	0	8
S=c1nc2ccccc2c2nc(-c3cccnc3)[nH]n12	-3	-2	-3	0	-0.4	-9	0	-2	5
CC(=O)Nc1ccc(NC(=O)CSc2cn(CC(=O)N3CCOCC3)c3ccccc23)cc1	-4	1	-3	0	0.4	-7	5	11	-17
O=C(COc1ccc(Cl)cc1)NCCCn1ccnc1	-25	1	-6	23	0.3	-13	-12	-16	-22
Cn1c(=O)cc(Nc2ccccc2)[nH]c1=O	-6	18	0	8	1.4	-7	-1	-18	-8
CCN(CC)CCN(C)C(c1ccnc2ccccc12)c1nnnn1-c1ccc2c(c1)OCCO2 (stereo not given)	·	1	·	21	1.5	·	-21	·	4
CC(C)(C)CC(=O)Nc1nnc(SCC(=O)NC2CCCCC2)s1	-3	-3	-3	-11	0.9	-25	-13	3	3
CCN(C(=O)COC(=O)c1ccccc1SCC(=O)NC1CCCCCCC1)C1CCS(=O)(=O)C1 (stereo not given)	-2	1	-8	25	0.9	-13	-10	-1	-13
CCOc1ccc(-n2c(=O)c3ccccc3c3ccccc3c2=O)cc1	-2	0	-2	18	-0.1	-7	-8	-6	-26
COC(=O)[C@@]12CCCN1[C@H](c1ccc(-c3ccc(Cl)c(Cl)c3)c(OC)c1)[C@H]1C(=O)N(C)C(=O)[C@H]12	-1	1	-5	3	0.0	-23	-8	-6	3
COc1ccc(NC(=O)COC(=O)CCC2CCCCC2)cc1	-4	6	-1	13	0.3	-6	-13	-16	-31
COc1ccccc1N1C(=O)C2C(C(=O)c3ccccc3)=NN(c3ccc(C)cc3)C2C1=O (stereo not given)	-11	19	0	23	3.3	3	-16	-5	2
CCNC(=O)C1(C)CCCCN1Cc1ccc(C#N)cc1 (stereo not given)	·	3	-1	18	0.3	·	-7	-16	-12
CCOc1ccc(NC(=O)COC(=O)C2COc3ccccc3O2)cc1 (stereo not given)	·	0	-4	7	0.8	·	-7	-4	-10
CC1CCCC(C)N1C(=O)CSc1nccc(=O)[nH]1 (stereo not given)	4	3	0	19	0.3	-6	-11	-21	3
CCN(C[C@H]1N[C@@](C)(C(=O)OC)[C@H]2C(=O)N(C)C(=O)[C@@H]12)C(=O)c1ccc(C(C)(C)C)cc1	-6	-1	-3	10	-0.1	-14	-7	2	9
CC(=O)Nc1ccc(C(=S)NCC2(N(C)C)CCCCC2)cc1	-6	2	-4	17	1.0	-3	-15	-12	9
O=C(Nc1ncccc1O)c1cccc(S(=O)(=O)NCc2ccccc2)c1	-6	5	-1	-21	-0.1	12	1	9	-2
N=c1c2c3c(sc2ncn1Nc1ccccc1)CCC3	4	0	-10	3	0.8	-16	-11	14	-13
O=C(N/N=C\c1ccc(Cl)s1)C1COc2ccccc2O1 (stereo not given)	-3	5	0	22	5.9	-11	-10	20	-12
O=S(=O)(Nc1ccccc1)c1cccc2nonc12	-6	3	-2	-4	0.1	-11	0	-5	-10
CC(C)(C)OC(=O)C[C@@H]1C/C=C\C[C@@H](CC(=O)NCCO)C(=O)NC[C@@H](c2ccccc2)OC1=O	-8	14	-2	9	0.1	-12	-9	-16	-3
COc1ccc(-c2cc(C(=O)NN3CCOCC3)c3ccccc3n2)cc1OC	·	3	0	-10	0.9	·	12	14	-6
O=C(CN(C(=O)C1CSC(=O)C1)c1cccc(F)c1)NCc1ccc2c(c1)OCO2 (stereo not given)	-4	-2	1	6	1.2	-20	-4	-2	4
COc1ccc(S(=O)(=O)N[C@@H](CC(C)C)C(=O)O)cc1	0	9	-6	-9	0.1	-1	7	-2	-3
CCCCN1CCC(=O)C(C(=O)OCC)=C1C(=O)OCC	·	1	-2	12	0.3	·	-19	-13	-27
Cc1c(CN2CCc3c([nH]c4ccccc34)C2CC(C)C)cnn1C (stereo not given)	1	1	-4	20	0.6	-27	-11	-14	-21
O=C(NNC(=O)C1CCN(c2ncccn2)CC1)c1ccc(F)cc1	-6	1	-5	15	0.8	2	-25	-5	-1

Pulled by structure from the entries so far (four):
SMILES	OXTR potentiator	TAAR1 agonist	CHRM1 agonist	M1 PAM parental	M1 ag parental	CHO parental Ca	CHO-K1 Ca antag	CHRM1 antagonist	TAAR1 antag
O=C(NNC(=O)C1CCN(c2ncccn2)CC1)c1ccc(F)cc1	-6	1	-5	15	0.8	2	-25	-5	-1
O=C(N/N=C\c1ccc(Cl)s1)C1COc2ccccc2O1 (stereo not given)	-3	5	0	22	5.9	-11	-10	20	-12
CCN(C[C@H]1N[C@@](C)(C(=O)OC)[C@H]2C(=O)N(C)C(=O)[C@@H]12)C(=O)c1ccc(C(C)(C)C)cc1	-6	-1	-3	10	-0.1	-14	-7	2	9
COc1ccccc1CNC(=O)CCC1N=C2c3ccccc3N=C(SCC(=O)NCC3CCCO3)N2C1=O (stereo not given)	1	2	-7	-9	0.1	-20	-9	4	-16
